Bioassay records from PubChem.
697 NFkB inh: lowers PMA/ionomycin-induced NF-kB signal in 697 B cells. 330,000 compounds, 0.33% hits. 697 B-cell NF-kB luciferase reporter, 16 h. inhibition, % at 4 µM; in the data active = inhibition above about 35%
CCR6 antag: antagonists of human CCR6 receptor. P51684. CHO-K1 CCR6 PathHunter beta-arrestin, luminescence, CCL20-stimulated. inhibition, % at 20 µM. 340,000 compounds, 0.49% hits. AID 493098;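 active = compounds whose inhibition of the agonist-driven luminescence signal at 20 µM reaches about 50%, limit read from the data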;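 note: cells stimulated with CCL20 at 14 nM final; plate controls were DMSO with CCL20 for no effect and DMSO without agonist for full effect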
Target sequence (P51684 whole entry, looked up): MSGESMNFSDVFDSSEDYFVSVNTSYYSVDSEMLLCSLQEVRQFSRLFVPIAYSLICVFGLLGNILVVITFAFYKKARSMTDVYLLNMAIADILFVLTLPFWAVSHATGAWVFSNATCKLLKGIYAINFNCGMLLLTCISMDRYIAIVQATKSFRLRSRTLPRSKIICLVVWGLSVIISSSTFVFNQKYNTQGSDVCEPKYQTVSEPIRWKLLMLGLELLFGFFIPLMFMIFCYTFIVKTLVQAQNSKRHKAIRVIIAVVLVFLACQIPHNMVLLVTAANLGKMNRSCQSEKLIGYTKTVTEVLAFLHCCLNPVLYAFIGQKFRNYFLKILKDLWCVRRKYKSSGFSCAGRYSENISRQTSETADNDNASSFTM
UBC13 polyUb: inhibitors of human UBC13 polyubiquitin chain formation; inhibition, % at 20 µM; P61088; 330,000 compounds, 0.47% hits; TR-FRET; in the data active = inhibition above about 45%, passing the limit was not always enough
APJ antagonist: antagonists of human APJ apelin receptor. P35414. CHO-K1 APJ beta-arrestin complementation, luminescence. inhibition, % at 20 µM. 330,000 compounds, 0.32% hits. AID 2521;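 active = inhibition above about 40% at 20 µM, limit read from the data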;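 note: cells challenged with 10 nM apelin-13 agonist together with compound; plate controls were apelin-13 plus DMSO wells for no effect and DMSO wells lacking apelin-13 for full effect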
CXCR6 inh: CXCR6 (human) receptor inhibition. 360,000 compounds, 0.36% hits. inhibition, % at 20 µM. CHO-K1 PathHunter CXCR6 beta-arrestin, luminescence. AID 602244; in the data active = inhibition above about 34%, passing the limit was not always enough;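 note: antagonist mode with CXCL16 agonist at 10 nM final; 0% = 10 nM CXCL16 with DMSO and 100% = unstimulated wells without agonist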
Target sequence (O00574 whole entry, looked up): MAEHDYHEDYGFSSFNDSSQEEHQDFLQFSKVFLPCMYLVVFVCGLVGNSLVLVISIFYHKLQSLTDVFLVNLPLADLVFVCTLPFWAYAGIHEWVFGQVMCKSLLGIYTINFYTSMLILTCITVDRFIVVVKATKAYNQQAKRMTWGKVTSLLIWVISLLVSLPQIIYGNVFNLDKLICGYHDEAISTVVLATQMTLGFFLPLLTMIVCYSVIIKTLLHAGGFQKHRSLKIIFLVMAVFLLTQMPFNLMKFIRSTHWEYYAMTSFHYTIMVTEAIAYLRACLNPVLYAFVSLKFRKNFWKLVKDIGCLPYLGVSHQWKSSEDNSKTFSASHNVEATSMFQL
Jurkat NFkB inh: inhibitors of the PMA/ionomycin-induced NF-kB reporter in Jurkat cells. AID 435003. inhibition, % at 4 µM. PMA/ionomycin-induced NF-kB luciferase reporter, luminescence. 330,000 compounds, 0.53% hits; in the data active = inhibition above about 50%
EBI2 block: EBI2 (human) antagonism; P32249; EBI2 beta-arrestin recruitment, luminescence, 7a,25-OHC stimulated; inhibition, % at 5 µM; 360,000 compounds, 0.81% hits; in the data active = inhibition above about 38%;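 note: enzyme fragment complementation signal reports receptor beta-arrestin coupling in cells; 0% = agonist plus DMSO wells and 100% = wells without agonist; some results beyond the cut were filed as inactive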
Target sequence (P32249 whole entry, looked up, the tested form may be a part): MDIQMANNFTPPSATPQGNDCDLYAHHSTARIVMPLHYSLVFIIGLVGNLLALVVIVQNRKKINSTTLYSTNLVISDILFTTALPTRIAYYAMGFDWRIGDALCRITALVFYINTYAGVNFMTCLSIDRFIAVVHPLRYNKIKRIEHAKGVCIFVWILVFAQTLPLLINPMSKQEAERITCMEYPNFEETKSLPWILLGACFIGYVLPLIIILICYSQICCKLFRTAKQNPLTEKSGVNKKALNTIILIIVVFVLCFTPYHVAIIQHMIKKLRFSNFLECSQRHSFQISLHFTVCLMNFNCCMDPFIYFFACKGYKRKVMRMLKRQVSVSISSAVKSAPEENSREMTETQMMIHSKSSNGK
Gli-Sufu block: antagonists of Gli-Sufu signaling; Sufu-KO-LIGHT fibroblasts, Gli luciferase reporter luminescence; inhibition, % at 5 µM; 340,000 compounds, 0.74% hits;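 active = inhibition above about 55%, limit read from the data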;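 note: 0% = DMSO-treated cells and 100% = wells with medium but no cells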
Numbers without * were called inactive; nt = no result given; & = joins results of further samples.

item	molecule	697 NFkB inh	CCR6 antag	Gli-Sufu block	APJ antagonist	EBI2 block	CXCR6 inh	Jurkat NFkB inh	UBC13 polyUb
1	C[C@H](NC(=O)C1CC(=O)N(c2ccc3c(c2)OCCO3)C1)C(=O)N1CCCCC1 (stereo partly specified)	14	13	-8	-40	0	3	-6	4
2	COc1cc(/C=N/Nc2snc(SC)c2C#N)ccc1O	-17	21	11	-34	1	16	43	-11
3	Cc1cc(NC(=O)c2ccc([N+](=O)[O-])cc2Cl)no1	-31	-4	-45	-27	-10	-24	-51	4
4	CCCCN(C(=O)c1ccc(N(C)S(=O)(=O)c2ccc(C)cc2)cc1)c1c(N)n(CC(C)C)c(=O)[nH]c1=O	nt	-11	0	nt	-2	-1	nt	nt
5	Cc1cc(NC(=O)CSc2nccn2-c2ccc([N+](=O)[O-])cc2)no1	18	-4	-3	-4	6	0	-3	-14
6	COc1cc2oc3ccc(C#Cc4ccc(N)cc4)cc3c(=O)c2cc1OC	nt	-2	5	nt	-4	-8	nt	nt
7	O=C(NCc1ccc2c(c1)OCO2)c1ccc(CSCc2cccc(Cl)c2)o1	13	16	-3	11	-5	-4	2	0
8	O=S(=O)(Nc1ccccn1)c1cnc(Cl)c(Br)c1	-20	3	-1	1	-4	-2	-9	-7
9	CCOC(=O)c1c(NC(=O)C2CCCO2)sc(C(=O)OC(C)(C)C)c1C (stereo unspecified)	-4	-5	0	20	4	-4	-17	16
10	O=C(OC1CCCCC1)c1cc2ccccc2oc1=O	-44	13	-10	10	-8	6	-14	4
11	COc1ccccc1NC(=O)CCCNC(=O)Cn1cnc2sc(C)c(C)c2c1=O	22	14	-12	13	12	-3	-11	8
12	CC(C)OCCCNC(=O)CN1CCN(Cc2ccc(Cl)cc2)C1=O	25	1	8	-2	-2	-3	1	2
13	CCN1CCC2(CC1)N=C(c1ccc(F)cc1)C(=S)N2	9	0	-2	-11	3	-4	-10	2
14	O=C(Cc1cccs1)Nc1cccc(-c2nc3ccccc3o2)c1	-21	11	99*	-13	10	2	-8	-2
15	COc1ccc([C@@H]2CC=C(C(=O)O)[C@H](c3ccc(F)cc3)N2S(=O)(=O)c2ccccc2C)cc1	16	1	-2	15	4	7	-2	-11
16	COc1ccc2[nH]c(=O)c(CN(C(C)=O)c3cccc(C)c3)cc2c1	10	9	1	-8	1	2	5	12
17	Cc1ccc(-c2cc3c(n2-c2ccc(C(=O)O)cc2)CCCC3=O)cc1	6	-2	-14	-5	-5	0	-4	0
18	CC(C)(C)CC(C)(C)NC(=O)Nc1cccc([N+](=O)[O-])c1	-12	14	10	3	8	-24	5	-8
19	CCOc1ccc2nc(NS(=O)(=O)c3ccc4c(c3)n(C)c(=O)n4C)sc2c1	-9	-4	2	-9	-14	-3	6	4
20	COc1ccc(NC(=O)Cc2c(F)cccc2Cl)cc1	-37	4	-34	3	0	0	-21	-14

From entry 1 up to 3, copied from above:
item	molecule	697 NFkB inh	CCR6 antag	Gli-Sufu block	APJ antagonist	EBI2 block	CXCR6 inh	Jurkat NFkB inh	UBC13 polyUb
1	C[C@H](NC(=O)C1CC(=O)N(c2ccc3c(c2)OCCO3)C1)C(=O)N1CCCCC1 (stereo partly specified)	14	13	-8	-40	0	3	-6	4
2	COc1cc(/C=N/Nc2snc(SC)c2C#N)ccc1O	-17	21	11	-34	1	16	43	-11
3	Cc1cc(NC(=O)c2ccc([N+](=O)[O-])cc2Cl)no1	-31	-4	-45	-27	-10	-24	-51	4

New compounds follow
item	molecule	697 NFkB inh	CCR6 antag	Gli-Sufu block	APJ antagonist	EBI2 block	CXCR6 inh	Jurkat NFkB inh	UBC13 polyUb
21	Cc1noc(C)c1COC(=O)c1cccc(S(=O)(=O)N2c3ccccc3CC2C)c1 (stereo unspecified)	-41	-5	1	10	14	5	-12	9
22	Cc1nnsc1Sc1ccccn1	-3	15	4	11	-6	-1	0	-16
23	O=C(CSc1ncnc2sccc12)Nc1ccc(S(=O)(=O)N2CCOCC2)cc1	9	4	-4	-1	-5	6	-1	-3
24	Cc1ccc(S(=O)(=O)N2CCN(C(=O)C(C)Cn3nc(C)c(C)c3C)CC2)cc1C (stereo unspecified)	-1	17	-19	16	10	4	8	1
25	Nc1ccccc1OCCOc1ccccc1N	-31	-4	-9	-5	-12	-6	-42	-11
26	CCc1cccc(CC)c1NC(=S)NC(C)c1ccccc1 (stereo unspecified)	14	30	9	19	21	11	24	8
27	C/C(=N\NC(=O)c1cccc(Br)c1)c1ccc(Br)cc1	-40	23	-11	17	-4	-8	-29	5
28	Cc1c(Cl)cccc1NC(=S)NNc1ncc(C(F)(F)F)cc1Cl	-15	87*	31	72*	29	53*	11	-20
29	NS(=O)(=O)c1ccc(N2CCCCCC2)c([N+](=O)[O-])c1	20	16	-13	-6	9	4	11	0
30	Cc1cc(C)c(C(=O)NC2CCCc3c2cnn3-c2ccc(C)c(C)c2)c(=O)[nH]1 (stereo unspecified)	-45	0	1	8	-4	3	-7	-8
31	COc1ccc(OCC(=O)Nc2ccc(N3CCN(C(=O)c4ccccc4C)CC3)cc2)cc1	-7	14	20	5	31	8	-17	11
32	Cc1ccc(C)c(Nc2cc(C)nc3ncnn23)c1	-13	10	-1	5	-10	3	-7	4
33	CCOC(=O)CSc1ncnc2c1nnn2-c1ccc(F)cc1	-21	11	-6	16	3	9	-1	13
34	CSc1ncccc1C(=O)NCC(c1ccco1)N1CCCCC1 (stereo unspecified)	3	6	-2	-5	1	3	6	5
35	Cc1nc2c(C(=O)N3CCN(c4ccccn4)CC3)cnn2c(C)c1Cc1cccc(Cl)c1	15	8	2	27	-5	4	12	15
36	O=C(NCCc1ccncc1)Nc1cccc(Cl)c1	-24	-9	6	-2	-4	-5	-24	-14
37	Cc1cc(=O)oc2c(C)c(OCC(=O)NCc3ccccn3)ccc12	4	-7	3	0	-4	-1	0	9
38	CN(C)CCNc1nc2sc3c(c2c(=O)n1CCc1ccccc1)CCCCC3	7	24	20	1	32	-8	17	36
39	Cc1cc(C)nc(NS(=O)(=O)c2ccc(NS(=O)(=O)c3ccc(C#N)cc3)cc2)n1	-45	4	6	27	5	-7	10	-3
40	COC(=O)c1c(NC(=S)Nc2cc(OC)c(Cl)cc2OC)sc2c1CCCCC2	-4	21	7	4	-5	9	7	29
41	CCCc1ccccc1OCCNC(C)=O	4	-5	2	1	3	-4	-7	-1
42	C[C@]12CCC(=O)C=C1CC[C@@H]1[C@@H]2[C@@H](O)C[C@@]2(C)[C@H]1CC[C@]2(O)C(=O)CO	-3&15	-2&-3	14&5	-4&-9	-2&0	6&-4	0&7	-7&-12
43	CCOC(=O)C1CCN(C(=O)CN(c2ccc3c(c2)OCO3)S(C)(=O)=O)CC1	-9	4	5	5	-11	0	-3	-1
44	O=C(CCl)NN=C(c1ccccc1)c1ccccc1	12	-15	-5	-12	-5	-3	10	-5
45	O=C(NCc1ccccc1F)c1ccc(S(=O)(=O)N2CCCCCC2)cc1	13	17	11	5	14	0	5	-4
46	O=C1CCCC2=C1C(c1ccc(O)c(Br)c1)C1=C(CCCC1=O)N2c1ccccc1	9	0	9	-24	-5	2	-4	-11
47	O=C(c1cc([N+](=O)[O-])ccc1N1CCOCC1)N1CCN(c2ccc([N+](=O)[O-])cc2)CC1	15	21	-4	15	-2	11	16	-2
48	O=[N+]([O-])c1ccc(C2CCCC/C2=N/O)c([N+](=O)[O-])c1 (stereo unspecified)	13	3	0	-11	-4	2	8	1
49	N#Cc1ccc(NC(=O)CNc2cc(S(=O)(=O)N3CCOCC3)ccc2NCC2CCCO2)cc1 (stereo unspecified)	2	1	0	-14	9	2	-1	6
50	CC1(C)CC(=O)C(C2=NC(C)(C)Cc3ccccc32)=C(O)C1	14	-4	21	13	1	7	-8	-11
51	Cc1ccc(-n2cc(CNCCN3CCOC3=O)c(-c3ccc(F)cc3)n2)cc1	-7	-2	-17	8	8	9	6	4
52	CC(CN1CCOCC1)OC(=O)c1ccccc1 (stereo unspecified)	-16	2	-3	-7	3	0	-1	0
53	CCNC(=O)NC1(C(=O)Nc2ccc3c(c2)CCC3)CCCCC1	19	1	0	2	-4	10	4	5
54	COc1ccc(C2=NOC(C(=O)Nc3ccc4c(c3)OCO4)C2)cc1OC (stereo unspecified)	-6	9	2	-14	-15	5	-1	0
55	COc1ccc(CNC(=O)Cn2c(=O)n(CC(=O)N3CCCCC3)c(=O)c3sccc32)cc1	-3	7	-13	15	-10	-3	-14	-2
56	OC[C@H]1O[C@@H](n2cnc3c(NC4CCCC4)ncnc32)[C@H](O)[C@@H]1O	5	4	-1	8	-4	0	8	6
57	Cc1cnc(C(=O)Nc2ccc(OC(F)(F)F)cc2)cn1	-68	-2	-25	4	0	-4	16	-4
58	CC(=O)Nc1ccc(NC(=S)NC(=O)/C=C/c2ccc(Cl)cc2)cc1	6	-19	-6	-4	18	10	2	-6
59	O=C(COc1ccc2ccccc2c1)Nc1ccc2c3c(cccc13)CC2	2	22	3	0	21	1	5	12
60	Fc1ccccc1CSc1nc2ncccc2[nH]1	-35	-6	12	-2	4	-10	-44	-1
61	Cc1ccc(C)c(OCc2cc(C(=O)N3CCOCC3)no2)c1	-60	13	-9	3	-1	-10	-33	-3
62	CCOC(=O)c1c(C)[nH]c(C(=O)OC)c1CCC(=O)OC	10	-11	8	13	2	4	1	10
63	O=C(/C=C/c1ccc2c(c1)OCO2)N1CCN(c2ccc(Cl)cc2)CC1	0	-12	-8	1	47*	-2	6	5
64	NNC(=O)c1cncc(Br)c1	-19	-12	1	-21	-5	-24	-32	-7
65	Cc1cccc(C(=O)Oc2ccccc2C(=O)N2CCOCC2)c1	-1	8	24	19	-3	8	12	4
66	Cc1noc(NS(=O)(=O)c2ccc(NC(=O)CCC3CCCCC3)cc2)c1C	1	-11	7	-13	7	1	-10	3
67	CNC(=O)CS(=O)(=O)CC(=O)Nc1cc(OC(C)C)c(Cl)cc1Cl	-11	9	35	-18	7	-2	-32	2
68	COC(=O)c1ccc(/C=N/OCC(=O)Nc2cc(F)ccc2F)cc1	10	13	-17	-6	4	-6	-7	-2
69	CSc1ccccc1NC(=O)c1cc(-c2cccs2)on1	-27	-10	-24	8	25	-8	-50	19
70	CCn1cnc2sc(C(=O)O)c(C)c2c1=O	-29	2	-6	3	-13	-13	5	-7
71	COCCCC1CCN(C(=O)C2CCC(=O)N(CC3CCCCC3)C2)CC1 (stereo unspecified)	-1	-12	-1	5	4	4	2	9
72	Cc1[nH]n(-c2ccccc2)c(=O)c1C(c1ccc(C(=O)O)cc1)c1c(C)[nH]n(-c2ccccc2)c1=O	16	14	2	2	0	9	4	-23
73	Cn1c(=O)c(=O)n(C)c2cc(N3CCCC3)c(NS(=O)(=O)c3ccc(F)cc3)cc21	13	0	-2	-12	-1	-6	10	-14
74	CN(CC(=O)Nc1cccc(F)c1)C(=O)/C=C/c1ccc(Br)s1	-36	-1	-6	2	8	10	12	-7
75	N#CCCNCC1(c2ccccc2)CCCC1	5	-9	2	12	-10	11	-5	3
76	Nc1cc(N)nc(SCc2cc([N+](=O)[O-])cc3c2OCOC3)n1	-9	5	0	-20	-7	3	2	-14
77	CCCCNC(=O)C1COc2ccccc2O1 (stereo unspecified)	-10	10	-5	19	-11	-2	1	-4
78	O=C(NCC1CCCCC1)c1ccc(Cl)c(S(=O)(=O)N2CCOCC2)c1	-4	18	3	-83	0	-6	-1	-9
79	COc1cccc(CNc2nc3ccccc3n2C(C)C)c1O	8	-6	4	23	3	1	-11	5
80	CC(C)(C)OC(=O)C[C@@H]1C/C=C\C[C@@H](CC(=O)NCCO)C(=O)N[C@H](Cc2c[nH]c3ccccc23)COC1=O	11	5	1	1	-8	-3	6	-6

More compounds:
item	molecule	697 NFkB inh	CCR6 antag	Gli-Sufu block	APJ antagonist	EBI2 block	CXCR6 inh	Jurkat NFkB inh	UBC13 polyUb
81	O=C(O)c1ccc(NCc2nc3ccccc3n2Cc2ccccc2F)cc1	0	-7	5	7	4	-4	-10	1
82	Cn1c(N)c(C(=O)COC(=O)c2ncc(Cl)c(Cl)c2Cl)c(=O)n(C)c1=O	5	-13	-2	8	10	2	12	0
83	Cc1cc2ccccc2c(=O)n1CC(=O)NCc1ccco1	-5	15	-1	6	-8	-3	-15	-24
84	O=c1c2ccccc2[nH]c(=S)n1CCC1=CCCCC1	-62	0	-16	5	8	1	-21	-29
